Screens: PubChem BioAssay, National Center for Advancing Translational Sciences (NCATS)
DT40 TDP1 CPT: qHTS for Inhibitors of human tyrosyl-DNA phosphodiesterase 1 (TDP1): qHTS in cells in presence of CPT; chicken DT40 Tdp1-/-;hTDP1 cells + 20 nM CPT, ATP luminescence, 48 h; Potency, µM (highest dose often 46.2 µM), for inactives: at the top dose activity change, negative = growth inhibition, most hits filed as inhibitors; 12% of 420,000 active; also: nearly all actives have a fitted effect of over 55% in size
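Cell growth measured by CellTiter-Glo luminescence after a minimum 48 h, 37 C compound exposure with 20 nM CPT in Tdp1-knockout DT40 cells stably expressing hTDP1, seeded 400/well; qHTS titration format.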
FEN1 inhibitor: qHTS Assay for the Inhibitors of Human Flap endonuclease 1 (FEN1); P39748; Recombinant FEN1 flap cleavage, fluorescence, 15 min; Potency, µM (highest dose often 114 µM), for inactives: at the top dose activity change, negative = inhibition, usual class: inhibitors; 0.35% of 390,000 active; AID 588795, 2011; also: nearly all actives have a fitted effect of over 65% in size
Target sequence (P39748 whole entry, looked up): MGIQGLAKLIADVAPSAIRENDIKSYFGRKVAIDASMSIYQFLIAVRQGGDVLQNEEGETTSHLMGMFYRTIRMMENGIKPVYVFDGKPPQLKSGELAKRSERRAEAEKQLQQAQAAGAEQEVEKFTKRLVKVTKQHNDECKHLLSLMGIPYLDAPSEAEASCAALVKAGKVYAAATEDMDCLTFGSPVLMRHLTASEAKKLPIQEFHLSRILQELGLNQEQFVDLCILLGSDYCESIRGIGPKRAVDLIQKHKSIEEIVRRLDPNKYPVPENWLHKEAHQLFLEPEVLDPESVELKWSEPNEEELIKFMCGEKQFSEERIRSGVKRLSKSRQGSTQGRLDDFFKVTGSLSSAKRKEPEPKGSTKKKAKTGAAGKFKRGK
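Recombinant FEN1 (10 nM) was preincubated with pin-transferred compounds for 15 min at room temperature, then flap DNA substrate (50 nM final) was added. Plates were read at 0 and 15 min, and normalized concentration–response data were fitted to a four-parameter Hill equation.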
N370S GC mod: qHTS Assay for Inhibitors and Activators of N370S glucocerebrosidase as a Potential Chaperone Treatment of Gaucher Disease. Lysosomal acid glucosylceramidase (Homo sapiens), P04062. N370S GC spleen homogenate, 4MU-glucoside fluorescence. Potency, µM (titrated, usually from 59.4 µM), for inactives: at the highest dose activity change, negative = inhibition, actives largely listed as inhibitors. 0.092% of 330,000 active. AID 2101, 2009;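 also: 0% = full enzyme activity and -100% = no enzyme basal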
Numbers without * were called inactive; ? = inconclusive; · = no result given; & = joins results of further samples. Calls follow the shape of the dose curve; as a rule, active = well fitted curve in the direction sought with a large enough effect; inconclusive = small, poorly fitted or top-dose-only effect, or another doubt; inactive = no such curve, though single readings can be large; an effect the other way counts as inactive or inconclusive. Unless noted, % is scaled to controls: 0 for no effect and ±100 for the full control effect; potency is read from the fitted curve at half-maximal effect. This is a subset (hit frequency here may not be typical).

The first 6 compounds as a preview:
SMILES | DT40 TDP1 CPT | FEN1 inhibitor | N370S GC mod
CC(=O)c1ccc(OCC(O)CN2CCN(CC(O)COc3ccc(C(C)=O)cc3)CC2)cc1 (stereo unspecified) | -19% | -2% | 2%
NC(=O)c1ccc(NC(=O)COC(=O)CCCN2C(=O)c3cccc4cccc(c34)C2=O)cc1 | -6% | 13% | 7%
CCOc1cc(N2CCOCC2)c(OCC)cc1NC(=O)COC(=O)COc1cc(C)cc(C)c1 | -22% | 5% | -1%
O=C(Nc1ccccc1Cl)C1C2CCC3C(CCC21)C3(Cl)Cl (stereo unspecified) | 1% | 1% | 2%
CCCn1c(NCCO)nc2ccccc21 | -6% | -1% | -3%
CC(C1CC1)N(Cc1ccccc1)C(=O)NC(=O)c1ccc(F)cc1 (stereo unspecified) | ? | -3% | -7%

Main list, previewed entries included:
SMILES | DT40 TDP1 CPT | FEN1 inhibitor | N370S GC mod
CC(=O)c1ccc(OCC(O)CN2CCN(CC(O)COc3ccc(C(C)=O)cc3)CC2)cc1 (stereo unspecified) | -19% | -2% | 2%
NC(=O)c1ccc(NC(=O)COC(=O)CCCN2C(=O)c3cccc4cccc(c34)C2=O)cc1 | -6% | 13% | 7%
CCOc1cc(N2CCOCC2)c(OCC)cc1NC(=O)COC(=O)COc1cc(C)cc(C)c1 | -22% | 5% | -1%
O=C(Nc1ccccc1Cl)C1C2CCC3C(CCC21)C3(Cl)Cl (stereo unspecified) | 1% | 1% | 2%
CCCn1c(NCCO)nc2ccccc21 | -6% | -1% | -3%
CC(C1CC1)N(Cc1ccccc1)C(=O)NC(=O)c1ccc(F)cc1 (stereo unspecified) | ? | -3% | -7%
COc1cc(/C=C/C(=O)OCC(=O)N2CC(=O)Nc3ccccc32)ccc1O | ? | 16% | -2%
CC(Sc1nnc(CN2CCCC2)n1Cc1ccccc1)C(=O)Nc1ccc(F)cc1Cl (stereo unspecified) | 18µM* | 0% | ·
O=C(Cc1nn[nH]n1)Nc1ccc(F)cc1F | 1% | -2% | 0%
CCSC1(SCC)N=C(N)C2(C#N)C(c3ccccc3)NC(C)=C(C)C12C#N (stereo unspecified) | 0% | -2% | 0%
CCc1cccc(OCC(=O)Nc2ccc(S(=O)(=O)N3CCCC3)cc2)c1 | ? | -14% | -19%
O=C(O)CCC(=O)N1CCC(C(=O)c2cccc(Cl)c2)CC1 | -25% | -9% | -16%
CN1CCN(S(=O)(=O)c2cccc(C#N)c2)C(c2ccccc2)C1 (stereo unspecified) | -6% | -1% | -16%
COc1cc(C2OCC3C(c4cc(OC)c(OC)c(OC)c4)OCC23)cc(OC)c1OC (stereo unspecified) | -9% | 0% | 1%
O=C1Nc2ccccc2C12Nc1ccccc1-c1nc3ccccc3n12 (stereo unspecified) | ? | 2% | 9%
COc1cccc(C(=O)Nc2cc3c(cc2Br)OCCCO3)c1 | -23% | 10% | 4%
CC(=O)C1(O)CCC2C3CC(C)C4=CC(=O)C=CC4(C)C3(F)C(O)CC21C (stereo unspecified) | ? | 0% | ·
CCc1cccc(C)c1NC(=O)c1cc(S(=O)(=O)N(Cc2ccc(C(=O)OC)cc2)Cc2ccc(OC)c(OC)c2)ccc1F | ? | -2% | ·
Cc1ccc(S(=O)(=O)N2CCN(c3cnn(C)c(=O)c3Cl)CC2)cc1 | 8% | -3% | 1%
N=c1sccn1CC(=O)N1N=C(c2ccc(Cl)cc2)CC1c1ccco1 (stereo unspecified) | ? | -1% | -8%
COC(=O)c1sccc1NC(=O)Nc1cc(C)ccc1C | -28% | 2% | -9%
Cc1ccc(SCC(=O)OCC(=O)N(C)C2CCS(=O)(=O)C2)cc1C (stereo unspecified) | 4% | -4% | ·
CC(=O)c1ccc(NC(=O)[C@@H]2CCCN2C(=O)OC(C)(C)C)cc1 | 3% | 0% | -4%
COc1ccc(N2CC(NC(=O)c3ccc(S(=O)(=O)N4CCCC4)cc3)CC2=O)cc1 (stereo unspecified) | -17% | 3% | ·
Cc1cc(/C=C\c2nc(O)c([N+](=O)[O-])c(=O)[nH]2)c(C)n1-c1ccccc1 | 5% | ? | -4%
Cc1cc(C)c(S(=O)(=O)NCC(c2ccco2)N2CCOCC2)c(C)c1 (stereo unspecified) | ? | 19% | ·
Cc1oc(-c2cccc(F)c2)nc1CN1CCCCC1CCn1cccn1 (stereo unspecified) | -29% | -14% | 6%
CCOc1ccc2nc(NC(=O)C3=NN(c4ccccc4)C(=O)CC3)sc2c1 | ? | 7% | -5%
O=C(O)CSCCOc1ccc(OCCSCC(=O)O)cc1 | -14% | -4% | 9%
Cc1ccc(N2CC(C(=O)OCC(=O)Nc3ccc(F)cc3F)CC2=O)cc1 (stereo unspecified) | -13% | 5% | ·
O=C(NCc1ccc2c(c1)OCO2)c1ccc(CSCc2cccc(Cl)c2)o1 | 2% | 4% | 15%
Cc1ccccc1-c1cc(C(=O)NCC2CC2)nn1CC1CC(c2cccc([N+](=O)[O-])c2)=NO1 (stereo unspecified) | ? | 11% | ·
O=C(CC1SC(N2CCOCC2)=NC1=O)Nc1ccc(F)cc1 (stereo unspecified) | -12% | 1% | ·
CN(CC(=O)NC(=O)Nc1ccccc1F)Cc1ccccc1 | -16% | -5% | -12%
COc1ccc(C(=O)NCc2c(C)nn(Cc3ccccc3)c2C)cc1S(=O)(=O)N1CCOCC1 | 10µM* | 18% | ·
CCOc1ccc(CNc2ccc3c(c2)nc(C)n3C)cc1 | ? | -4% | 4%
O=C(N/N=C/c1ccccn1)c1cccnc1 | ? | 5% | -18%
Nc1ccc(C(=O)N/N=C/c2cn(Cc3ccccc3)c3ccccc23)cc1 | -10% | -2% | -24%
CCOC(=O)C1=C(C)NC(C)=C(C(=O)OCC)C1c1cccs1 | ? | 10% | 9%
CCCCOC(=O)/C(=C/C=C/c1ccccc1)NC(=O)c1ccccc1 | -21% | -17% | 20%
Cc1cccc(-c2nnc(SCc3cc(=O)[nH]c4ccccc34)n2C)c1 | -2% | -1% | 2%
CCN(CC)S(=O)(=O)c1ccc(NC(=O)CCN2C(=O)C3CC=CCC3C2=O)cc1 (stereo unspecified) | -12% | 2% | ·
O=C(CSc1n[nH]c(=O)n1Cc1ccco1)Nc1ccccc1Cl | 0% | 2% | 19%
COc1cccc(/C(O)=C2/C(=O)C(=O)N(Cc3cccnc3)C2c2ccco2)c1 (stereo unspecified) | -23% | -4% | -5%
Cc1c(C(=O)OC2CCCCC2)sc2nc[nH]c(=O)c12 | -30% | -10% | 7%
Cc1cnn(Cc2cccnc2)c1N | 10% | -2% | -1%
CCOC(=O)c1oc2nc(CC(C)C)c3c(c2c1N)CCCC3 | 23µM* | -31% | ?
CCOc1ccc(Nc2cc(C)c(C#N)c3nc4ccccc4n23)cc1 | ? | 0% | ·
CCOc1ccccc1NC(=O)COC(=O)COc1c(Cl)cc(Cl)c2ccc(C)nc12 | -17% | 11% | ·
COc1ccc(OC)c(NC(=O)N2CCC3(CC2)Oc2ccccc2C(=O)N3Cc2ccccc2F)c1 | ? | -4% | ·

The results go on:
SMILES | DT40 TDP1 CPT | FEN1 inhibitor | N370S GC mod
Nc1nc(-c2ccc([N+](=O)[O-])cc2)cs1 | -16% | -4% | -5%
COc1ccc(-c2cc(-c3n[nH]c(=S)n3-c3ccccc3Cl)[nH]n2)cc1 | 3% | 1% | ?
CC(C)(C)c1ccc(C(=O)NNC(=O)Cc2ccccc2)cc1 | -27% | -15% | 27%
Cn1c(=O)c2c(nc(N3CCCCCC3)n2CC(O)COc2ccc(Cl)cc2)n(C)c1=O (stereo unspecified) | ? | 0% | -11%
COCc1c(C(=O)N2CCN(c3ncccn3)CC2)oc2ccccc12 | 15µM* | 15% | ·
Cc1ccc(NC(=O)CSc2nc(N)cc(=O)[nH]2)cc1Cl | -2% | 2% | 12%
O=C(c1ccccc1Br)N1CCCC(c2nc(-c3cccs3)no2)C1 (stereo unspecified) | ? | -4% | 0%
CC1CCc2c(C(=O)Nc3cccc(-c4nn[nH]n4)c3)csc2C1 (stereo unspecified) | 3% | -16% | ?
Cc1cccc(COCC(CC(C)C)N2CCN(C(=O)c3ccc(C(C)(C)C)cc3)CCC2=O)c1 (stereo unspecified) | ? | ? | -16%
O=C(c1noc2c1CCc1ccccc1-2)N1CCCc2ccccc21 | ? | -18% | 13%
CCOC(=O)c1[nH]c(C)c(C(=O)NCCCOC(C)C)c1C | -1% | -1% | 2%
Cc1c(NC(=O)Nc2ccccc2[N+](=O)[O-])c(=O)n(-c2ccccc2)n1C | -20% | -14% | -5%
COc1ccc(CNc2ncncc2-c2ccoc2)c(OC)c1 | 23µM* | · | -1%
CC(C)(C(N)=O)c1ccccc1 | 6% | -8% | 4%
COc1ccccc1C(=O)N/C(=C\c1cn(C)c2ccccc12)C(=O)N1CCOCC1 | ? | 2% | 1%
COC(=O)N1N=C(c2ccc(Br)cc2)CC1(O)C(F)(F)F (stereo unspecified) | -28% | -2% | 4%
COC(=O)CCC(C)N1CCC(Oc2ccc(C(=O)NCc3ccccn3)cc2)CC1 (stereo unspecified) | 2% | -15% | -5%
COc1cc(C=O)ccc1OCc1cn(CC(=O)c2ccc(O)cc2)nn1 | -1% | 2% | ·
CCSc1ccccc1C(=O)n1nnc2ccccc21 | 13µM* | -13% | 6%
Cc1cc(COc2ccccc2OCc2cc(C)no2)on1 | -25% | -2% | 4%
Cc1cnc2c(c1SCC(=O)N(C)c1ccccc1)c(=O)n(C)c(=O)n2C | -26% | -7% | ·
COc1ccc(CNC(=O)CCc2c(C)nc3cc(-c4ccccc4OC)nn3c2C)cc1 | ? | -13% | -8%
O=C(c1cc2sccc2n1Cc1ccccc1)N1CCN(c2nc3ccccc3s2)CC1 | 15µM* | 10% | 9%
Cc1nc(C(=O)N2CCc3c([nH]c4ccccc34)C2c2cc(F)ccc2F)cs1 (stereo unspecified) | 2% | -12% | -7%
C=CCNC(=S)NNC(=O)c1ccccc1 | 1% | -6% | 2%
CCOC(=O)c1oc2cc(OCC(N)=O)ccc2c(=O)c1-c1ccc(OC)c(OC)c1 | 19% | -9% | 2%&-3%
O=C(NCCc1ccc(Cl)cc1)C1CCN(S(=O)(=O)N2CCC3(CC2)OCCO3)CC1 | -11% | -2% | -4%
CCn1nc(C)c(CN2CCC(C(=O)Nc3cccc(-c4cccc(F)c4)c3)CC2)c1C | ? | 14% | 0%
CCCCN(CCCC)C1=Nc2ccccc2N/C1=C(/C#N)C(=O)OCC | 21µM* | 2% | 6%
Cc1ccc(NS(=O)(=O)c2cccc(C(=O)N3CCCC(C)C3)c2)cc1 (stereo unspecified) | ? | -3% | -4%
CCN(CC(=O)NCc1cccs1)C(=O)c1cc(S(=O)(=O)N2CCCCC2)ccc1Cl | ? | 0% | -18%
Nc1n[nH]c(CO)n1 | 1% | -6% | 23%
O=C(NC1(C(F)(F)F)C(=O)Nc2c1c(=O)[nH]c(=O)n2-c1ccc(Cl)cc1)c1ccccc1F (stereo unspecified) | -15% | -1% | ·
Cn1c(Cc2ccccc2)nnc1SCC(=O)Nc1cccc(S(=O)(=O)NC2=NCCCCC2)c1 | 0% | -6% | 2%
CC1=NN(C(C#N)c2ccccc2)C(C)(C)C1 (stereo unspecified) | 0% | -4% | 8%
COc1ccccc1CCNS(=O)(=O)c1c(C)n(C)c(=O)n(C)c1=O | -1% | 17% | 4%
CC(=O)Nc1ccc(NC(=O)c2ccc3c(c2)CCN3S(=O)(=O)c2ccc(C)cc2)cc1 | -10% | -7% | ·
CC(C)CN1CCC(CNC(=O)CCc2nnc(Cc3c[nH]c4ccccc34)o2)CC1 | 0% | 10% | 8%
Cc1ccc(-c2csc3ncnc(SCC(=O)c4ccc5c(c4)OCCO5)c23)cc1 | ? | -17% | 12%
CSc1ccccc1C(=O)Nc1cccc(C)c1 | ? | 5% | 3%
CC(=O)Nc1nonc1NC(=O)CSc1nc2ccccc2o1 | ? | 14% | 7%
O=C(Nc1ccc(O)c(C(=O)O)c1)Oc1ccccc1 | 0% | 1% | 0%
Cc1ccc(S(=O)(=O)c2cnc(SCC(=O)Nc3cccc(Cl)c3)nc2N)cc1C | ? | -11% | ·
Cc1ccc(N=Cc2c(O)cc(C)oc2=O)c(C)c1 | 0% | -2% | 1%

Single records (already shown):
Cc1ccc(S(=O)(=O)c2cnc(SCC(=O)Nc3cccc(Cl)c3)nc2N)cc1C in the list: DT40 TDP1 CPT = ?; FEN1 inhibitor = -11%; N370S GC mod = ·
Cc1ccc(N=Cc2c(O)cc(C)oc2=O)c(C)c1 in the list: DT40 TDP1 CPT = 0%; FEN1 inhibitor = -2%; N370S GC mod = 1%
